Screens from PubChem.
Mm-Cpn inhibitor = blocks the Methanococcus maripaludis chaperonin Mm-Cpn; purified Mm-Cpn ATPase, ADP Transcreener TR-FRET; Potency, µM (titrated, usually from 76.9 µM), for inactives: at the top dose activity, negative = inhibition, actives largely listed as inhibitors; 330,000 compounds, 0.031% hits; AID 504842; further: potency means the concentration at half of the fitted maximal effect; on the % scale 0 is the no-effect control and ±100 the full control effect; nearly all actives have a fitted effect of over 80% in size
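Purified archaeal Mm-CPN (25nM final) preincubated 10 min at 37degC with compound, then 10uM ATP for 30 min at 37degC; ADP measured by HTRF Transcreener TR-FRET; buffer 30 mM TRIS pH 7.4, 100mM KCl, 5mM MgCl2, 1mM DTT.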
GLP1R inv ag = acts as inverse agonist at human GLP-1 receptor; P43220; HEK293 GLP-1R CRE-luciferase, luminescence, 24 h; GLP-1R form is constitutively active; Potency, µM (top dose mostly 38.3 µM), for inactives: at the highest dose activity change, negative = inhibition, most hits filed as inhibitors; 410,000 compounds, 1.6% hits; further: potency means the concentration at half of the fitted maximal effect; on the % scale 0 is the no-effect control and ±100 the full control effect; nearly all actives have a fitted effect of over 55% in size
Target sequence (P43220 whole entry, looked up): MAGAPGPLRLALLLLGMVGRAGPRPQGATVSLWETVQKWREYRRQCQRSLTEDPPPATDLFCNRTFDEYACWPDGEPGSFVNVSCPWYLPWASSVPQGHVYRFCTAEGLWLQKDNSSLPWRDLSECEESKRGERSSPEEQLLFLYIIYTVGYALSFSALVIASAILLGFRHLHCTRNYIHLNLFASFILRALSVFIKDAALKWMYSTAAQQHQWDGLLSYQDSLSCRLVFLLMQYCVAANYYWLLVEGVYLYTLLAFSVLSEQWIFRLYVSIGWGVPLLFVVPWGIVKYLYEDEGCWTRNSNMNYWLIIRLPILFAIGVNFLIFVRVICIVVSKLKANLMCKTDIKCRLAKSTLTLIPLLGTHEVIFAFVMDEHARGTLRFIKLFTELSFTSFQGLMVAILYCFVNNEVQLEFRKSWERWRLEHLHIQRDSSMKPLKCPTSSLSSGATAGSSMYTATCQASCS
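Constitutively active GLP-1R drives a cAMP-responsive luciferase in stably transfected HEK293 cells; test compounds are added after overnight (12 h) attachment and left 24 hr, and signal loss in luminescence marks inhibition.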
FUS suppressor = rescues growth of FUS-expressing yeast | S. cerevisiae FUS-expressing, growth rescue, OD600, 24 h | AID 1347120 | Potency, µM (titrated, usually from 76.6 µM), for the others: at the highest dose growth rescue (activation), most hits filed as activators | 390,000 compounds, 0.24% hits;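 further: potency means the concentration at half of the fitted maximal effect; plate controls were DMSO vehicle for no effect and reference control for full effect; nearly all actives have a fitted effect of over 55% in size; some results filed as inactive show a strong effect at the top dose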
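Quantitative HTS measuring growth restoration of FUS-toxic yeast. Galactose-induced cells (OD 0.005) were exposed 24hr at 30C to compounds at several concentrations, then absorbance at 600 nm was recorded.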
aSyn yeast inh = alpha-synuclein toxicity inhibition in yeast; AID 652106; Potency, µM (top dose mostly 46.1 µM), for the others: top-dose growth rescue (activation), hits mostly activators; 370,000 compounds, 0.14% hits; Yeast expressing alpha-synuclein, growth rescue, BacTiter-Glo, 24 h; further: potency means the concentration at half of the fitted maximal effect; % of control where 0% means no effect; nearly all actives have a fitted effect of over 65% in size
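Readout is rescue of growth in alpha-synuclein-expressing yeast, so inhibitors of toxicity appear as activators. Growth after 24 hr at 30 deg C in galactose medium is quantified by luminescence.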
Abeta yeast res = A-beta toxicity reversal in yeast. Potency, µM (top dose mostly 46.1 µM), for inactives: at the highest dose growth rescue, most hits filed as activators. AID 1347071. yeast expressing A-beta42, growth rescue, OD600, 48 h; response scale: 0% DMSO, 100% iron-clioquinol control. 410,000 compounds, 0.063% hits; further: potency means the concentration at half of the fitted maximal effect; nearly all actives have a fitted effect of over 55% in size
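Yeast A-beta toxicity model in growth medium with pinned compounds, 48 h at 30 C; growth read as absorbance at 600 nm. Normalized to FeCl3/clioquinol equimolar mix (positive) and DMSO (negative).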
Akt phos inh = blocks phosphorylation of Akt. Neuro2A IGF-stimulated pAkt S473 HTRF, 20 min; active compounds read low. activity change, % for hits at 50 µM. 360,000 compounds, 0.32% hits; in the data active means activity change below about -80%; inconclusive means mostly about -51% to -80%; further: on the % scale 0 is the no-effect control and ±100 the full control effect
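Neuro2A cells in DMEM with 0.5% FBS, overnight at 37 deg C, given compound at single 50 µM final, then IGF (6 nM final) for 20 min at 37 deg C. Lysed; phospho-Akt Ser473 by HTRF after 24 h, 665/615 ratio.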
TDP43 rescue = rescues yeast growth from TDP-43 toxicity | TDP-43 expressing yeast growth rescue, BacTiter-Glo, 24 h | Potency, µM (doses to about 46.1 µM), inactives show at the highest dose growth rescue (activation), most hits filed as activators | 410,000 compounds, 1.8% hits; further: potency means the concentration at half of the fitted maximal effect; % of control where 0% means no effect; nearly all actives have a fitted effect of over 50% in size
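Readout is BacTiter-Glo luminescence of cell growth, so inhibitors register as activators. TDP-43-expressing yeast at OD600=0.02 in galactose medium, after raffinose pregrowth to mid-log, were incubated with compound for 24 hr at 30 deg C.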
HEK293 tox = cytotoxicity in counter-screen for GLP-1R inverse agonists | Potency, µM (titrated, usually from 38.3 µM), for the others: top-dose activity change, negative = inhibition, hits mostly inhibitors | 410,000 compounds, 0.13% hits | HEK293 cAMP-luciferase reporter cells, luminescence, 24 h;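 further: loss of luciferase light is scored as toxicity; potency means the concentration at half of the fitted maximal effect; on the % scale 0 is the no-effect control and ±100 the full control effect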
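Step one: seed cells (200 cells/uL, DMEM with 10% Nu serum, 1% pen-strep). Step two: 12-hour incubation at 37 deg C. Step three: pin 23 nL compound, incubate 24 hr. Step four: add luciferase reagent, read luminescence 12 min later.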
PTHR1 agonist = agonists of human PTHR1 parathyroid hormone receptor | HEK293 GP2 PTHR1 cells, GloSensor cAMP luminescence, 1 h | Potency, µM (series often up to 115 µM), inactives show top-dose activation, usual class: activators | Q03431 | 410,000 compounds, 0.075% hits | AID 743266; further: potency means the concentration at half of the fitted maximal effect; nearly all actives have a fitted effect of over 55% in size; some results filed as inactive show a strong effect at the top dose; inactives centre near -15; many of its hits are not listed in these tables
Target sequence (Q03431 whole entry, looked up): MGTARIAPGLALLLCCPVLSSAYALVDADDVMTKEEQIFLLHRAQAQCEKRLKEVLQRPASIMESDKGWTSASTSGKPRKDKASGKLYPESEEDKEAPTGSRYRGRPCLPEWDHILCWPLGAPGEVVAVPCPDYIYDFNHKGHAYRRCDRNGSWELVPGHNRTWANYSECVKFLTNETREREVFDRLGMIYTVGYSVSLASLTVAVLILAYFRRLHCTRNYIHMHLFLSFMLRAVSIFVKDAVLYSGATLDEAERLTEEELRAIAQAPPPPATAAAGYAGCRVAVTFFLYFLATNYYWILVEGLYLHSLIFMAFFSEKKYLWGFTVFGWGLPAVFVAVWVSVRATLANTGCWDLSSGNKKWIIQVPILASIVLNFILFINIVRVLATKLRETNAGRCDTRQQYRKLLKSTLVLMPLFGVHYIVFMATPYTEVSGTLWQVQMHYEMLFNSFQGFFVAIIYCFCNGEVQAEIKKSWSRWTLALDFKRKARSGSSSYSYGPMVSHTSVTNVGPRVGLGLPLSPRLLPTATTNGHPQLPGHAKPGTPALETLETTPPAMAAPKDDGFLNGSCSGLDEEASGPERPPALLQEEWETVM
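HEK-293-derived GP2 cells expressing PTHR1 and a GloSensor cAMP reporter, 3,000/well, plated overnight, given luciferin plus IBMX (each 0.5 mM as added) for 1 h at 37 °C, then compound for 1 h at 37 °C. Luminescence was read after 15 min at room temperature.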
Active calls of the source: *; i = inactive; ? = inconclusive; · = not tested or not shown; & = joins results of further samples; [ ] = remark or other dose. Unless noted, the call rests on the fitted dose curve; in most records, active means well fitted curve in the direction sought with a large enough effect; inconclusive means small, poorly fitted or top-dose-only effect, or another doubt; inactive means no such curve, though single readings can be large; an effect the other way counts as inactive or inconclusive. Not all compounds are listed; rates above refer to the full screens.

SMILES | Mm-Cpn inhibitor | GLP1R inv ag | FUS suppressor | aSyn yeast inh | Abeta yeast res | Akt phos inh | TDP43 rescue | HEK293 tox | PTHR1 agonist
COc1ccc(N2CC(C(=O)N3CCN(S(=O)(=O)c4ccc(F)c(F)c4)CC3)CC2=O)c(OC)c1 (configuration not stated) | · | 2% | · | 3% | 12% | i | 0% | -29% | -16%
COCCNC(=O)C1(C)CCN(C(=O)c2cc(C)n(C(C)(C)C)n2)C1 (configuration not stated) | · | 2% | -30% | -1% | -14% | i | 3% | 4% | i
CC(=O)Nc1nonc1-c1nnc(SCc2ccccc2Cl)n1C | · | 10% | -17% | · | 3% | · | 26%[9.22 µM] | 0% | -78%[inhibitor]
CCCCn1nc(C(=O)Nc2ccc(S(=O)(=O)Nc3ncccn3)cc2)c2ccccc2c1=O | 0% | 15% | 21% | -5% | -14% | i | -20% | 42%[activator] | i
O=C(CCCc1cccs1)Nc1nccs1 | 1% | -7% | -6% | -2% | -6% | i | -15%[9.22 µM] | 7% | i
Cc1cc(Cl)ccc1OCC(=O)NCCCCc1ccccc1 | -16% | -6% | · | 5% | 3% | i | ? | -4% | i
CC(=O)COc1ccc2c3c(c(=O)oc2c1)CCCC3 | 0% | 115%[activator] | 13% | 8% | 8% | · | 2% | 11% | 0%[57.5 µM]
Cc1ccc(-c2nc3ccccn3c2Nc2ccc3c(c2)OCO3)o1 | · | ? | 44% | · | -21% | · | -22% | 2% | i
CC(=O)c1cccc(NC(=O)CCc2c(C)nc3c(c(C)nn3-c3ccccc3)c2C)c1 | · | -24% | -4% | · | -11% | · | 6.3µM* | -16% | -15%
NC(=O)NC(=O)CSc1nc(-c2ccccc2)c(-c2ccccc2)n1CC1CCCO1 (configuration not stated) | 0% | -11% | 22% | 0% | -3% | i | 6% | -15% | -9%[57.5 µM]
Cc1nc2sc(C(c3ccco3)N3CCN(C(c4ccccc4)c4ccccc4)CC3)c(O)n2n1 (configuration not stated) | -2% | ? | ? | -1% | 1% | i | 11% | -9% | -8%
Cc1nn(-c2ccccc2)c2sc(C(=O)c3c(N)n(C)c(=O)n(C)c3=O)cc12 | 0% | 55%[activator] | -4% | 0% | 23% | i | 7% | 7% | -14%[57.5 µM]
COc1ccccc1N(CC1CO1)S(=O)(=O)c1ccc(C)cc1 (configuration not stated) | 2% | -12% | -10% | -3% | -14% | i | -7% | 10% | -8%
COc1cccc(-c2nc(SCC(=O)N3CCc4ccccc43)c3c(=O)n(C)c(=O)n(C)c3n2)c1 | · | 3% | -1% | · | -7% | · | 12%[9.22 µM] | -1% | 2%
CCOC(=O)C1(Cc2ccc(OC)cc2)CCN(C(=O)[C@@H]2CCCN2C(C)=O)CC1 | 2% | 14% | -35% | 6% | 5% | i | 14% | -7% | i
c1cc2[nH]c3ccncc3c2cn1 | · | 7% | -16% | -6% | -6% | i | -7% | 2% | -9%
CCOC(=O)N1CCC(NC(=O)c2cc3c(=O)n(C)c4ccccc4c3n2C)CC1 | 0% | 21% | ? | 0% | -8% | i | 7% | -4% | -4%
CC(=O)Nc1ccc(S(=O)(=O)NCc2csc(-c3cccnc3)n2)cc1 | 1% | 0% | 10% | -1% | 10% | i | 3% | 15% | i
Cc1cc(=O)oc2cc(OCc3ccc(C(=O)OCC(=O)Nc4ccccc4OC(F)F)cc3)ccc12 | -3% | 0% | · | -6% | 0% | i | 7% | -10% | i
O=C(NC1CCS(=O)(=O)C1)c1ccc(Br)o1 (configuration not stated) | 2% | -4% | -17% | -5% | -6% | i | 4% | 0% | i
CCCCN(c1ccccc1)S(=O)(=O)c1ccc2c(c1)CC(C)N2C(=O)C1CC1 (configuration not stated) | · | ? | ? | · | 24% | · | 9% | 8% | -55%[inhibitor]
COc1ccc(S(=O)(=O)N2CCCCC2)cc1NC(=O)c1ccc(Cl)nc1 | -1% | 11% | · | 2% | 3% | i | -12% | 0% | -14%
Cc1ccc(NC(=O)CSc2nnc(C3CC3)n2CC2CCCO2)c(C)c1 (configuration not stated) | -1% | 16% | 17% | -7% | 0% | i | -17% | -4% | i
Cc1ccc(C)c(CSc2nnc(C)c(=O)n2N)c1 | -1% | 6% | 7% | 1% | -13% | i | -21% | 5% | -19%
C#CCNC(=O)C[C@@H]1C[C@@]2(C(=O)OCC)CCCC=C2N(CCCCCCCC)C1=O | · | ? | 10µM* | ? | 7% | i | 13µM* | 6% | -11%

Further structures
SMILES | Mm-Cpn inhibitor | GLP1R inv ag | FUS suppressor | aSyn yeast inh | Abeta yeast res | Akt phos inh | TDP43 rescue | HEK293 tox | PTHR1 agonist
C=CCOC(=O)c1[nH]c2c(c1C)C(=O)CC(c1cc(OC)c(OC)c(OC)c1)C2 (configuration not stated) | 3% | -21% | 11% | 18% | -17% | i | 3% | -6% | -92%[inhibitor]
CCOc1ccc(C(Nc2cccnc2)c2cc(Cl)c3cccnc3c2O)cc1 (configuration not stated) | -2% | ? | 28% | 21%&-50% | -83%[inhibitor] | i | -53%[inhibitor] | 6% | i
COc1ccc(OC)c(Nc2nc(N)c([N+](=O)[O-])c(N3CCOCC3)n2)c1 | -1% | 16% | -4% | -4% | -4% | i | 24% | -20% | i
CC(C)CC(NC(=O)C(CO)NC(=O)C1CCC(=O)N1)C(N)=O (configuration not stated) | 1% | 8% | -5% | 7% | -3% | i | 3% | 25% | i
Cc1cccc2sc(NC(=O)CN3C(=O)NC4(CCCC4)C3=O)nc12 | 2% | 1% | 3% | 6% | -7% | i | 1% | -3% | -63%[inhibitor]
COCCn1c(SCC(=O)c2ccc3c(c2)OCCO3)nnc1C(C)C | 2% | 10% | 21% | -2% | -10% | i | -23% | -3% | i
COc1cc2c(cc1OC)CN(C(=O)c1ccc3[nH]c(C)c(C)c3c1)CC2 | 1% | 15% | ? | 0% | -5% | i | 11% | -7% | -71%[inhibitor]
Cc1ccc(CSc2nnc(-c3ccc4c(c3)OCO4)o2)cc1 | -2% | 11% | -1% | 1% | -11% | i | 14% | -7% | -62%[inhibitor]
COCCNC(=O)C1(C)CCN(C(=O)c2cc(C)nn2C(C)(C)C)C1 (configuration not stated) | · | 24% | -26% | -3% | -5% | i | 21% | 4% | i
O=C(CC1Oc2ccccc2NC1=O)NC1CCCC1 (configuration not stated) | -6% | 12% | -23% | 7% | -1% | i | 0% | -21% | -17%
O=C(C1CCCN(S(=O)(=O)c2cc(Cl)ccc2Cl)C1)N1CCCCCC1 (configuration not stated) | 0% | ? | · | 3% | -13% | i | 11µM* | -9% | -39%[inhibitor]
Cc1ccc(C23CC4CC(CC(C(=O)NCC(=O)O)(C4)C2)C3)cc1 | 1% | 6% | -10% | -7% | -15% | i | -14% | 13% | 0%
Cc1ccccc1CNC(=O)CCCn1nc(C)c2sc3ccccc3c2c1=O | · | -4% | -3% | · | -3% | · | 3% | 2% | 12%
COc1ccc(NC(=O)COC(=O)CN2C(=O)C3CC=CCC3C2=O)c([N+](=O)[O-])c1 (configuration not stated) | 0% | 12% | 7% | -1% | 17% | i | -9% | 15% | i
CC(C)c1ccc(-c2nc(N3CCCCCC3)nc3n[nH]c(N)c23)cc1 | 1% | -6% | -5% | -1% | -9% | i | 6% | -9% | i
CCOc1ccccc1NCc1nnc2n1CCCCC2 | · | 8% | 3% | -1% | -9% | · | 16% | -7% | i
CC1CCCCC12NC(=O)N(CC(=O)N1CCN(S(=O)(=O)/C=C/c3ccccc3)CC1)C2=O (configuration not stated) | -10% | -26% | 23% | 2% | -12% | i | 4% | 5% | i
O=C(OCC#CCSc1nnc(-c2ccc([N+](=O)[O-])cc2)o1)c1cccs1 | 0% | 3% | -14% | 12% | 22% | i | 26% | -7% | -25%[57.5 µM]
COc1ccc(F)c(C2C(C#N)=C(N)Oc3n[nH]c(C(C)(C)C)c32)c1 (configuration not stated) | 0% | ? | 16% | 0% | 12% | i | 9% | -24% | -22%
Oc1[nH]c2ccccc2c1N=Nc1ccccc1Cl | · | 6% | · | -3% | -3% | i | 0% | 5% | i

Two entries from above in another layout:
Each structure is followed by: Mm-Cpn inhibitor | GLP1R inv ag | FUS suppressor | aSyn yeast inh | Abeta yeast res | Akt phos inh | TDP43 rescue | HEK293 tox | PTHR1 agonist
> O=C(C1CCCN(S(=O)(=O)c2cc(Cl)ccc2Cl)C1)N1CCCCCC1 (configuration not stated)
    0% | ? | · | 3% | -13% | i | 11µM* | -9% | -39%[inhibitor]
> Cc1ccc(C23CC4CC(CC(C(=O)NCC(=O)O)(C4)C2)C3)cc1
    1% | 6% | -10% | -7% | -15% | i | -14% | 13% | 0%

3 entries from above, as tab-separated lines.
molecule	Mm-Cpn inhibitor	GLP1R inv ag	FUS suppressor	aSyn yeast inh	Abeta yeast res	Akt phos inh	TDP43 rescue	HEK293 tox	PTHR1 agonist
COCCn1c(SCC(=O)c2ccc3c(c2)OCCO3)nnc1C(C)C	2%	10%	21%	-2%	-10%	i	-23%	-3%	i
CC(C)CC(NC(=O)C(CO)NC(=O)C1CCC(=O)N1)C(N)=O (configuration not stated)	1%	8%	-5%	7%	-3%	i	3%	25%	i
Oc1[nH]c2ccccc2c1N=Nc1ccccc1Cl	·	6%	·	-3%	-3%	i	0%	5%	i
